# High-throughput results as filed in PubChem.
# PvdQ acylase: P. aeruginosa PvdQ acylase inhibition; purified PvdQ acylase, fluorescence plate reader; inhibition, % at 10 µM; actives 0.063% (n = 340,000); in the data active = inhibition above about 30%, passing the limit was not always enough; inconclusive = no clear call, values can overlap the other calls;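 note: 0% = vehicle neutral wells and 100% = reference inhibitor wells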
# PfHsp90 set2: inhibits growth of yeast expressing Plasmodium falciparum Hsp90; inhibition, % at 9.4 µM; S. cerevisiae expressing PfHsp90, BacTiter-Glo ATP, 48 h; yeast lacking PDR1 and PDR3 efflux regulators; actives 0.32% (n = 310,000);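 active = every replicate shows inhibition above about 80%, whatever the replicate mean, limit read from the data; inconclusive = mean inhibition reaches the set limit but some replicate falls short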;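 note: 0% = DMSO neutral controls and 100% = 20 µM radicicol positive controls; yeast relying on Plasmodium falciparum Hsp90 in place of its own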
# CDK5 p35 inh: inhibitors of human CDK5/p35 kinase; Q00535+Q15078; Recombinant CDK5/p35, ADP-Glo luminescence, 60 min; inhibition, % at 10 µM; actives 0.01% (n = 330,000);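 active = highest replicate inhibition of at least 50% and at least 75% of replicates reaching 50%; inconclusive = only one of the two criteria met; inactive = both criteria failed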;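 note: plate controls were DMSO neutral control for no effect and GW8510 at 10 µM for full effect; many of its hits are not listed in these tables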
# Target sequence (Q00535 whole entry, looked up): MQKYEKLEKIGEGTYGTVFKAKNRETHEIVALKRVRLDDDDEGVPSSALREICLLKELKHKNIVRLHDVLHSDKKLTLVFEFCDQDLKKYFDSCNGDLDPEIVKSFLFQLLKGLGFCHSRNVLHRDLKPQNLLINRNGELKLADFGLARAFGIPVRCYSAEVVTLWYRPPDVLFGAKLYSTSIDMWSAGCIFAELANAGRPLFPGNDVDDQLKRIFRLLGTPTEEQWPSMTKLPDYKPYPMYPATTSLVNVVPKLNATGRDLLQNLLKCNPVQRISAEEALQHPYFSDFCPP
# Target sequence (Q15078 whole entry, looked up): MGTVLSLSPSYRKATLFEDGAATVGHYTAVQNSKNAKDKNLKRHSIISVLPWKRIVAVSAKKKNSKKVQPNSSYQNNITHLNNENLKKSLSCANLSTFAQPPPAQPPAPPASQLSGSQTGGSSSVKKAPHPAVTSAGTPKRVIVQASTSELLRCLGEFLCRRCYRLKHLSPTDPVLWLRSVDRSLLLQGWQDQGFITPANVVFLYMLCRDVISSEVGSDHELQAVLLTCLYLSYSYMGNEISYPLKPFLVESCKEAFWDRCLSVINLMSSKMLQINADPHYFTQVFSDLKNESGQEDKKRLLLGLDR
# Rtt109 Vps75: inhibitors of Candida albicans Rtt109/Vps75 histone acetyltransferase; purified Rtt109/Vps75, ThioGlo CoA-SH fluorescence, 4 h; inhibition, % at 34.9 µM; actives 0.16% (n = 330,000); AID 540336;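 active = inhibition of at least 50% in every replicate; inconclusive = best replicate reaches 50% inhibition but some replicates fall short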
# Target sequence (Q5AAJ8 whole entry, looked up): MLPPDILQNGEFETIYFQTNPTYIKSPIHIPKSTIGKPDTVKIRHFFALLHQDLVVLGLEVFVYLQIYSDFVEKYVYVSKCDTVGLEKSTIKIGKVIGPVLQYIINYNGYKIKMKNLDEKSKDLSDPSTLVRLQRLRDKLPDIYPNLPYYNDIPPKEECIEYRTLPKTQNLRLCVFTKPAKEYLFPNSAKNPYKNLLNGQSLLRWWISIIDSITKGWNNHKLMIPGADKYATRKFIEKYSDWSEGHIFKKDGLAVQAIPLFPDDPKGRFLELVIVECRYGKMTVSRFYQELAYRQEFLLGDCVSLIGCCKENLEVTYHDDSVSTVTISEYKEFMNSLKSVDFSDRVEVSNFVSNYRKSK
# C-LANA FP: KSHV C-LANA DNA binding inhibition; MBP-C-LANA/FAM-LBS DNA binding, fluorescence polarization; actives 0.078% (n = 340,000); inhibition, % at 9 µM;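 active = highest replicate inhibition at or above 60% at 9 µM, even if other replicates fall short; inactive = all replicates below 60% inhibition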;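 note: 0% = neutral control wells and 100% = 4 µM acridine orange control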
# Mot1-301 SUMO: blocks SUMOylation pathway, rescuing yeast Mot1-301 growth; S. cerevisiae Mot1-301 growth rescue, ATP luminescence, 38.5C; percent above DMSO median, 100 means doubled; growth rescue, % at 18.8 µM; actives 1% (n = 320,000);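 active = every valid replicate shows activation above 250% relative to neutral control wells; inactive = the rest, any valid replicate at or below 250%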;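 note: OY570 slx delta 5 strain wells were the positive control but not used for scaling; some compounds called inactive have numbers as strong as hits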
# dFosB activator: activators of mouse delta FosB homodimer | purified delta FosB, TAMRA-CDK5 oligo fluorescence polarization; percent of positive-control signal above neutral wells | P13346 | actives 0.99% (n = 340,000) | activation, % at 25 µM;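 active = mean activation above about 17%, with every replicate also reaching it, limit read from the data, passing the limit was not always enough; inconclusive = only one of the two conditions met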;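 note: fluorescence polarization rise as delta FosB binds a TAMRA Cdk5 AP-1 oligo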
# NSD2 inh: NSD2 (human) methyltransferase inhibition; O96028; NSD2 peptide methylation, AlphaScreen, 120 min; inhibition, % at 12.5 µM; actives 0.54% (n = 310,000); in the data active = inhibition above about 50%
# Cardiac RTF inh: cardiac RTF calcium desensitization; actives 0.12% (n = 340,000); inhibition, % at 7.15 µM; IANBD-labeled cardiac RTF, Ca2+ fluorescence; P19429+P45379;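 active = inhibition above the mean inhibition of all tested compounds plus 3 SD, cut at about 17% in these data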;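 note: assay run at fixed EC70 calcium of 1.6 mM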
# Keap1 Nrf2 FP: disrupts human Keap1 binding to Nrf2 peptide; Keap1 Kelch-Nrf2 peptide fluorescence polarization, 1536-well; actives 0.15% (n = 340,000); AID 504523; inhibition, % at 9.4 µM; Q14145; in the data active = inhibition above about 12%; inconclusive = no clear call, values can overlap the other calls; inactive = below about 7.3%;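 note: human Keap1 Kelch domain with fluorescein labeled Nrf2 9mer peptide probe; 0% = neutral control wells and 100% = peptide positive control; higher means more block of Keap1 binding to Nrf2 peptide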
# cardiac RTF act: increases calcium sensitivity of human cardiac regulated thin filaments; P19429+P45379; IANBD-labeled TnC RTF fluorescence at EC20 calcium; 0% EC20 calcium, 100% full calcium; activation, % at 7.2 µM; actives 0.24% (n = 340,000);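 active = activation above the mean over all tested compounds plus 3 SD, cut at about 30% in these data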;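 note: rise in fluorescence read as greater calcium sensitivity of cardiac thin filaments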
# Starred values were filed as active, the others as inactive; ? = inconclusive; / = not tested or not shown.
SMILES,PvdQ acylase,PfHsp90 set2,CDK5 p35 inh,Rtt109 Vps75,C-LANA FP,Mot1-301 SUMO,dFosB activator,NSD2 inh,Cardiac RTF inh,Keap1 Nrf2 FP,cardiac RTF act
Cc1ccccc1NC(=O)Cc1nnc(NC(=O)Nc2ccccc2F)s1,-2.5,2.0,-0.7,-13.8,-0.4,-4.7,52.2*,0.4,0.5,-7.8,1.3
Cc1ccc(C(=O)O)cc1NC(=S)NC(=O)Cc1ccccc1,3.6,-1.9,0.2,-5.7,-1.7,10.8,3.8,-1.2,4.0,-3.3,-6.3
c1cncc(CSc2nnc3ccc(-c4ccco4)nn23)c1,-11.4,-22.4,-6.2,-5.0,1.4,3.9,4.6,-2.0,-10.6,-6.4,4.5
COCCCn1c(C(=O)N2CC(C)OC(C)C2)cc2c(=O)n3ccccc3nc21 (centres undefined),-2.7,-1.6,0.0,-0.7,-1.5,-6.9,5.6,-10.4,-1.2,-1.7,-1.7
CC1Cc2ccccc2N1C(=O)CSc1nnc(-c2ccc(S(=O)(=O)N3CCCC3)cc2)o1 (centres undefined),-15.5,/,-0.6,-1.5,1.6,-9.4,-2.2,2.2,-9.2,1.5,6.0
Cc1ccc(OC(=O)c2ccc3snnc3c2)cc1,2.2,8.0,2.7,30.0,0.7,-6.2,-4.7,0.2,-2.1,-0.8,4.0
CCN1CCC(Nc2ccnc3cc(Cl)ccc23)CC1,7.9,-8.3,0.5,9.5,-1.8,237.7,-1.0,18.7,1.0,-0.9,-5.0
COc1ccc(OCC(=O)Nc2ccc(C(=O)Nc3ccccc3C(=O)O)cc2)cc1,-10.5,6.1,0.2,3.4,-1.0,3.4,-4.3,-1.3,-6.2,-12.4,-3.8
CC(C)(C)c1ccccc1OCC(=O)Nc1ccccc1C(=O)NCc1cccnc1,-3.7,-4.9,0.2,13.2,-0.2,0.5,-9.4,2.3,-3.3,3.2,-11.7
CCn1c2ccccc2c2cc(NC(=O)CN(C)CC(=O)Nc3ccc(N4CCOCC4)cc3)ccc21,-2.9,38.6,2.5,6.8,2.5,6.5,-3.8,3.9,-3.6,-3.5,0.1
O=S(=O)(NCc1cn2ccccc2n1)c1cc(F)ccc1F,2.5,13.0,-0.3,-5.8,-0.2,7.1,-4.3,-3.7,-5.3,-1.9,1.1
O=C(C1COc2ccccc2O1)N1CCN(S(=O)(=O)c2cc(F)ccc2F)CC1 (centres undefined),-3.8,/,-0.1,0.9,-1.2,0.7,2.0,-1.6,0.2,-1.3,0.2
CC(=O)N/N=C/c1c(C)[nH]n(-c2ccccc2)c1=O,?,-6.2,0.4,/,-0.2,-7.3,-3.6,-2.3,9.5,-2.5,0.8
CCOC(=O)c1cnn(-c2nc(OCC)cc(OCC)n2)c1C,-1.1,6.8,0.4,10.9,-0.8,-0.5,-10.2,-2.2,-6.8,-5.6,-2.8
CC1=NNC(=O)C1Cc1ccccc1C (centres undefined),4.0,-3.0,1.3,9.4,-3.3,6.9,10.0,2.2,-1.3,1.3,-5.6
CCCC(=O)N(CCN1CCOCC1)c1nc2cc(C)c(C)cc2s1,-1.6,15.7,0.1,0.8,-0.4,27.4,-6.7,2.6,2.2,-2.9,-2.5
CCCCCCCC(=O)NC1=NC(=O)C(C)(C)S1,-11.2,-6.4,2.3,-3.8,-0.4,1.9,-1.4,-4.2,-1.9,4.6,1.1
CC1CC(N(C(=O)c2ccco2)c2ccccc2)c2ccccc2N1C(=O)c1ccco1 (centres undefined),-16.8,8.2,1.0,6.7,-2.2,-15.5,-10.1,-0.7,-34.5,-3.6,5.4
COCCCNC(=O)CCc1nc2cccnc2n1Cc1ccc(OC)cc1,-1.6,/,-0.8,0.6,0.2,-2.4,2.2,0.6,-1.1,-0.6,-4.5
COc1ccc(-n2nc(C(=O)NCC(=O)Nc3cccc(Cl)c3)c3ccccc3c2=O)cc1,-0.9,11.1,-1.0,-21.2,-1.4,23.4,39.4*,-0.2,-13.8,-1.0,-4.2
O=S(=O)(c1cccc(Cl)c1)N1CCSc2ccccc21,-9.0,-5.1,-6.9,0.6,-1.2,71.2,1.7,-7.4,-7.0,-3.9,0.1
CCOC(=O)C1(Cc2ccccc2)CCCCCC1=O (centres undefined),-6.6,-41.6,0.7,4.5,0.9,/,2.5,0.1,-6.1,4.1,0.7
CS(=O)(=O)N1CCCCC1CCN1CCCCC1 (centres undefined),4.9,8.0,-1.0,6.3,3.2,/,-11.6,0.3,-9.4,-2.5,-5.9
O=C(COC(=O)CNC(=O)c1ccc(Br)cc1)NCCC1=CCCCC1,10.4,-3.0,0.9,-10.1,-0.2,/,-4.7,3.7,-12.0,-1.0,-0.8
CC(C)c1ccc(C(=O)NCCCN2CCOCC2)cc1,-7.1,11.9,1.6,-1.9,-0.1,11.1,1.8,/,0.0,-2.1,-3.8
SMILES,PvdQ acylase,PfHsp90 set2,CDK5 p35 inh,Rtt109 Vps75,C-LANA FP,Mot1-301 SUMO,dFosB activator,NSD2 inh,Cardiac RTF inh,Keap1 Nrf2 FP,cardiac RTF act
COc1ccc(CNC(=O)CCNS(=O)(=O)c2ccc(C)cc2)cc1,-5.3,-48.1,-0.7,0.4,-0.8,3.5,-1.3,-1.8,-10.2,-4.0,6.8
O=C(NCCc1ccc(F)cc1)NC12CC3CC(CC(C3)C1)C2,-11.8,-21.1,-1.5,-3.9,0.6,23.0,-1.0,-0.7,-3.8,-3.1,3.5
CCOc1ccccc1OCCCC(=O)N(CC)CC(=O)Nc1c(F)cccc1F,-9.8,26.8,-1.6,-6.6,-0.9,-30.4,-6.4,-3.6,-9.3,-4.0,5.2
CC(=O)C(Cc1ccccc1)NC(=O)CN(C)Cc1ccccc1Cl (centres undefined),-22.0,2.3,-3.0,10.0,0.2,78.1,1.2,-2.8,10.5,-6.1,-2.4
Cc1ccc(N2C(N)=C(C#N)C(c3cc(CN4CCOCC4)cs3)C3=C2CC(C)(C)CC3=O)cc1 (centres undefined),-2.5,/,-1.3,5.5,0.9,142.6,-8.4,-4.8,2.3,1.6,-2.7
COc1cc(NC(=O)COC(=O)c2n[nH]c3ccccc23)c(C)cc1[N+](=O)[O-],-8.2,-27.0,-3.3,-0.2,-0.5,437.2,31.9*,-2.3,-4.6,-2.4,5.2
CCC(=O)N1CCc2cc(Br)cc(S(=O)(=O)CCC(=O)NCC3CCCO3)c21 (centres undefined),-7.6,2.4,1.7,-3.1,-0.1,-1.8,-14.6,/,-11.8,-1.6,-0.9
CC(=O)C1=C(O)C(=O)N(CCCn2ccnc2)C1c1ccc(Cl)cc1 (centres undefined),-10.0,-4.5,-2.5,-1.0,-1.0,-9.5,-2.1,0.5,-7.1,-9.1,3.0
CC(C)c1ccc(N(CC(=O)NC2CCCCC2)C(=O)CNC(=O)c2ccco2)cc1,-6.1,25.5,-0.8,10.1,0.0,230.7,-19.6,1.5,7.2,1.2,-1.0
Cc1ccc(C(=O)NCCNS(=O)(=O)c2ccccc2)cn1,-4.7,-3.1,-0.9,-4.1,0.5,-19.8,-1.8,1.1,-0.8,3.1,-10.0
Cc1ccc(NC(=O)COc2cccc(-n3cnnn3)c2)cc1S(=O)(=O)N1CCOCC1,1.4,-22.8,-0.3,0.9,-0.9,-6.0,-4.8,1.9,-3.8,-3.1,2.7
Cc1[nH]nc(N=CC2=C(O)CC(c3ccco3)CC2=O)c1-c1ccc(Cl)cc1 (centres undefined),-7.3,3.1,-1.6,0.8,-0.4,-23.9,-12.5,4.3,1.9,-2.1,-0.1
Cc1noc(NS(=O)(=O)c2ccc(NC(=O)C(F)(F)F)cc2)c1C,6.0,10.8,1.2,3.1,/,1.1,-5.6,-0.4,-3.4,-3.7,3.5
CN(C(=O)CSc1ccccc1C(=O)O)C1CCCCC1,-11.9,28.9,-2.1,/,0.5,82.1,2.1,-0.6,-2.5,-3.5,1.4
CCCn1c(CN2CCN(C(=O)OCC)CC2)nc2cc(NC(C)=O)ccc21,-5.6,19.0,0.6,3.1,-1.3,2.6,0.0,-1.5,-3.1,3.2,3.9
Cc1ccc(NS(=O)(=O)N2CCOCC2)cc1,-11.4,31.5,0.4,5.0,1.1,-9.8,3.7,-2.4,-10.2,-7.2,-2.0
O=C(Nc1nnc(-c2cccs2)o1)c1cc(-c2ccccc2)nc2ccccc12,-0.4,-77.1,0.5,6.8,0.6,16.6,-14.3,/,-1.8,1.9,0.2
CCCCN(Cc1ccc(C(=O)N[C@H](C(=O)O)C(C)C)cc1)C(=O)C(c1ccccc1)c1ccccc1,-20.0,-17.4,-4.2,-4.6,0.9,-10.4,-0.9,5.3,-0.8,-2.1,6.1
Cn1cc(S(=O)(=O)Nc2ccc(Oc3ccccc3)cc2)c(=O)n(C)c1=O,-6.9,4.5,-1.0,-4.3,-0.7,-11.8,-1.9,-0.8,-4.4,-0.4,-6.1
O=C(Cn1cc(/C=C\[N+](=O)[O-])c2ccccc21)Nc1ccccc1,-10.4,3.7,-0.5,-3.8,0.7,-17.6,-5.4,/,1.2,-4.5,-0.6
Cc1nc2cc(CO)ccc2s1,-18.4,-11.9,1.1,-5.8,2.0,-7.9,7.1,-5.9,6.3,-0.1,-0.7
CCOc1ccccc1NC(=O)C1CCCN(S(=O)(=O)c2cccc3nsnc23)C1 (centres undefined),-4.2,5.4,1.6,-7.2,-1.1,222.6,-5.9,2.9,-20.8,-0.8,-5.3
C=CCN(C(=O)OC(C)(C)C)S(=O)(=O)NCc1ccccc1,-18.3,4.3,-4.4,3.4,0.1,5.2,-0.7,/,-6.1,-1.2,3.8
O=C(COc1nncc2ccccc12)Nc1ccc(Br)cc1F,-6.8,-22.1,-1.9,4.1,-0.1,-2.5,-6.4,-0.5,6.5,-3.6,2.6

# 5 records drawn at random from the list so far:
SMILES,PvdQ acylase,PfHsp90 set2,CDK5 p35 inh,Rtt109 Vps75,C-LANA FP,Mot1-301 SUMO,dFosB activator,NSD2 inh,Cardiac RTF inh,Keap1 Nrf2 FP,cardiac RTF act
Cc1noc(NS(=O)(=O)c2ccc(NC(=O)C(F)(F)F)cc2)c1C,6.0,10.8,1.2,3.1,/,1.1,-5.6,-0.4,-3.4,-3.7,3.5
Cc1ccc(NS(=O)(=O)N2CCOCC2)cc1,-11.4,31.5,0.4,5.0,1.1,-9.8,3.7,-2.4,-10.2,-7.2,-2.0
c1cncc(CSc2nnc3ccc(-c4ccco4)nn23)c1,-11.4,-22.4,-6.2,-5.0,1.4,3.9,4.6,-2.0,-10.6,-6.4,4.5
CC1Cc2ccccc2N1C(=O)CSc1nnc(-c2ccc(S(=O)(=O)N3CCCC3)cc2)o1 (centres undefined),-15.5,/,-0.6,-1.5,1.6,-9.4,-2.2,2.2,-9.2,1.5,6.0
CCOC(=O)c1cnn(-c2nc(OCC)cc(OCC)n2)c1C,-1.1,6.8,0.4,10.9,-0.8,-0.5,-10.2,-2.2,-6.8,-5.6,-2.8
